Source: PubChem (several laboratories)
GSTO1 counter: counter-screen for RBBP9 inhibitors: inhibitors of human GSTO1; P78417; recombinant GSTO1, activity-based probe fluorescence polarization; inhibition, % at 5.96 µM; 1.1% of 300,000 active; AID 1974;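 active = inhibition above the campaign mean inhibition plus 3 SD, cut at about 35% in these data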;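 also: 0% = GSTO1-1 with DMSO and 100% = wells lacking GSTO1-1 enzyme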
Target sequence (P78417 whole entry, looked up): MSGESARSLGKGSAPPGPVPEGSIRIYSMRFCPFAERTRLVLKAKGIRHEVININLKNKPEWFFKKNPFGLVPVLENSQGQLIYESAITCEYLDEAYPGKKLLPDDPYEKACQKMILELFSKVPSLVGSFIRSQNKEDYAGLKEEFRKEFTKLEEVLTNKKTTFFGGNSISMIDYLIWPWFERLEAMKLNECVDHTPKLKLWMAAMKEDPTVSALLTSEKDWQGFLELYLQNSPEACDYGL
PAD4 FP inh: inhibitors of human PAD4 | recombinant PAD4, RCA probe fluorescence polarization | inhibition, % at 6.36 µM | 0.41% of 330,000 active;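 active = percent inhibition above a cutoff equal to the mean of all tested compounds plus 3 SD, cut at about 15% in these data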;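 also: 0% = PAD4 with RCA probe and DMSO and 100% = probe without PAD4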
PME-1 inh: PME-1 (human) inhibition | Q9Y570 | recombinant PME-1, FP-Rh probe fluorescence polarization | inhibition, % at 5.9 µM | 0.53% of 320,000 active | AID 2130;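 active = inhibition above the campaign mean of all compounds plus 3 SD, cut at about 26% in these data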;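 also: competitive labeling of PME-1 active site by serine hydrolase directed probe; 0% = PME-1 with DMSO and 100% = wells lacking PME-1 enzyme; inhibitors block probe labeling so polarization falls and inhibition rises; many of its hits are not listed in these tables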
Fam108B counter: counter-screen for RBBP9 inhibitors: inhibitors of mouse Fam108B; recombinant Fam108B, FP-Rh probe fluorescence polarization; inhibition, % at 9.51 µM; 0.33% of 300,000 active; AID 1947;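 active = inhibition above the screen mean inhibition plus 3 SD, computed separately per campaign, cut at about 18% in these data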;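 also: inhibitors lower polarization as less probe binds the enzyme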
BCLXL inh: inhibitors of human Bcl-xL | Q07817 | GST-Bcl-xL / FITC-Bim BH3 peptide fluorescence polarization | inhibition, % at 10.9 µM | 0.7% of 320,000 active | AID 2129;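 active = inhibition above the mean of all tested compounds plus 3 SD, cutoff set per campaign, cut at about 30% in these data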;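 also: 0% = DMSO wells and 100% = unlabeled Bim-BH3 peptide competitor; inhibitors lower millipolarization by displacing the labeled peptide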
Target sequence (Q07817 whole entry, looked up): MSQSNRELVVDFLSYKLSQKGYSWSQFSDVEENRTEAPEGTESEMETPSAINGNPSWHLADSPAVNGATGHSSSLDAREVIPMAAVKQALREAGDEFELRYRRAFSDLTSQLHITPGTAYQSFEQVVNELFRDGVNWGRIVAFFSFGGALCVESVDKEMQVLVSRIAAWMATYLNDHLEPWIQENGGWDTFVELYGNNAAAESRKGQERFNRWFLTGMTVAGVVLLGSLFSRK
MCL1 BIM primary: MCL1-BIM-BH3 interaction inhibition (human); Q07820; GST-MCL1 / FITC-Bim-BH3 fluorescence polarization; inhibition, % at 10.9 µM; 0.68% of 320,000 active;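 active = inhibition above the mean inhibition of all tested compounds plus 3 SD, set per campaign, cut at about 40% in these data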;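 also: 0% = DMSO wells and 100% = unlabeled Bim-BH3 peptide control; higher means more loss of mP so more displacement of Bim peptide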
Target sequence (Q07820 whole entry, looked up): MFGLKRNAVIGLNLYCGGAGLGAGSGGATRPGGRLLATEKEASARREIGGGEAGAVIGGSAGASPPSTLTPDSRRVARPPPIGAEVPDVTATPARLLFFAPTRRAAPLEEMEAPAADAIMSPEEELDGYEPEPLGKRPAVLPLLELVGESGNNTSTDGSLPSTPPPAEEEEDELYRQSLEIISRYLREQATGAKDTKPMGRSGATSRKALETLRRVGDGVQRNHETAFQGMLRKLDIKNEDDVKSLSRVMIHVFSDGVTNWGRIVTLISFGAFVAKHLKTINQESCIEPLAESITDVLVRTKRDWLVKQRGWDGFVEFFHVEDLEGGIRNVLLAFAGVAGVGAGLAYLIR
TPT1 inhibitor: blocks Candida albicans tRNA 2'-phosphotransferase | AID 1962 | recombinant caTPT1, FP RNA substrate dephosphorylation | inhibition, % at 5 µM | 0.81% of 300,000 active;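 active = inhibition above the mean of all tested compounds plus 3 SD, set per screening campaign, cut at about 24% in these data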;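 also: plate controls were DMSO alone for no effect and ferristatin control at 100 nM for full effect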
GLD-1 TGE inh: GLD-1-TGE RNA interaction inhibition (C. elegans). inhibition, % at 5.96 µM. 0.44% of 320,000 active. Q17339. purified GLD-1 + fluorescein TGE RNA, fluorescence polarization;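 active = percent inhibition above a per-plate cutoff, the plate mean of test compounds plus 3 SD, cut at about 30% in these data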;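 also: 0% = DMSO wells with GLD-1 and probe and 100% = wells lacking GLD-1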
MEX-5 binding: C. elegans MEX-5 TCR-2 RNA binding activity; Q9XUB2; MEX-5/FITC-TCR2 RNA binding, fluorescence polarization; stronger effect = lower value; activity score (negative = inhibition of binding), % at 10 µM; 0.38% of 300,000 active; AID 1832;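 active = inhibition past about -25% in most replicates, and total fluorescence under double the plate's negative control median, limit read from the data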;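 also: 0% = DMSO and -100% = 5 µM competing unlabeled TCR2 RNA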
* = called active by the depositor; . = not tested or not shown. A portion of the library; count on the stated rates, not on these rows.

Compound	GSTO1 counter	PAD4 FP inh	PME-1 inh	Fam108B counter	BCLXL inh	MCL1 BIM primary	TPT1 inhibitor	GLD-1 TGE inh	MEX-5 binding
Cc1ccc(-c2nc(-c3ccncc3)no2)cc1C	13	3	-18	2	4	5	-1	37*	1.9
CCOc1cc(S(=O)(=O)NCc2ccncc2)ccc1Cl	2	-1	0	-4	6	1	-2	2	0.7
c1ccc(OCc2noc(CN3CCC(C4CCCCC4)C3)n2)cc1 (configuration not stated)	1	-6	-3	-2	5	7	1	0	-0.9
COc1ccc(C(=O)N/C(=C/c2cccnc2)C(=O)NCc2ccco2)cc1OC	15	4	0	-1	3	-1	0	3	2.2
O=C1CCC2S/C(=C/Nc3ccc(C(F)(F)F)cc3)C(=O)N12 (configuration not stated)	-21	-8	1	6	3	4	-2	-3	0.3
CN(C(=O)c1ccc(Br)o1)C1CCCCC1	-2	1	0	-3	6	4	-1	2	0.0
CCCCN1C(=O)NC(NC(C)=O)(C(F)(F)F)C1=O (configuration not stated)	9	-5	1	1	-1	-4	1	0	1.9
O=C(c1cc(-c2ccncc2)nc2ccccc12)N1CCN(c2ccccn2)CC1	-3	-4	2	4	-2	0	1	5	0.9
COCCNC(=O)COC(=O)CSCc1nc2ccccc2s1	4	-3	-3	-3	5	6	-2	-4	0.1
Cc1cc(C)c(S(=O)(=O)N2CCN(C(=O)CN3C(=O)NC4(CCCC4)C3=O)CC2)c(C)c1	3	-2	-2	4	-1	-1	3	-3	0.5
Cc1ccc(NC(=O)COC(=O)Cn2cnc3c2c(=O)n(C)c(=O)n3C)c(Cl)c1	10	-4	-3	-2	-8	-7	2	1	-0.2
CCOc1ccc(-c2cc(N)n(S(=O)(=O)c3cccc4nsnc34)n2)cc1	0	0	9	0	8	3	1	1	3.9
CCOC(=O)NC(=O)CSc1nnc(SCCC(=O)O)s1	-1	-4	2	0	0	1	-3	1	-0.5
CCOC(=O)c1c(NC(=O)CSc2nnc(-c3c[nH]c4ccccc34)n2CCOC)sc2c1CCCC2	-8	4	-3	-1	3	-3	-1	-4	1.5
O=S(=O)(c1ccccc1)c1nc(-c2ccco2)oc1N1CCCCCC1	-3	-1	8	7	5	0	-1	-5	.
CN1CCc2c(sc(NC(=O)C3CCCN3S(=O)(=O)c3ccc(Cl)s3)c2C(N)=O)C1 (configuration not stated)	2	0	6	-1	8	0	0	7	0.6
O=C(NNC(=O)c1ccc(Br)s1)c1cccc(S(=O)(=O)N2CCCC2)c1	.	0	5	.	2	1	.	-2	.
Cc1nc(C)c(CC(=O)N2CCc3c([nH]c4ccccc34)C2c2ccccn2)s1 (configuration not stated)	4	-2	2	2	16	6	-1	9	1.8
Nc1nc(Cl)cc(NCCc2ccc(O)cc2)n1	-5	-6	-7	0	1	-9	1	-3	-0.7
CN(C(=O)COC(=O)C1c2ccccc2Oc2ccccc21)C1CCS(=O)(=O)C1 (configuration not stated)	3	0	0	0	8	1	-5	6	-2.4
CCC1=NN=C(c2ccc(F)cc2)C(c2c[nH]c3ccccc23)N1O (configuration not stated)	-2	2	6	-4	9	6	2	4	-0.9
CC1=Nc2ccccc2N=C(NC(=O)CN2CCN(c3ccccc3)CC2)C1c1ccccc1 (configuration not stated)	-5	-5	10	4	3	-5	1	8	1.2
Cc1ccc(NC(=O)CN2C(=O)c3ccccc3S2(=O)=O)cc1C	9	3	-1	1	1	1	2	8	0.7
O=C1NCCc2cc3c(cc21)OCO3	12	3	-8	-4	2	-6	-1	7	-0.9
CC(C)c1ccc2[nH]c(O)c(N=NC(=S)NCCc3ccccc3)c2c1	-5	4	-2	-2	-6	-3	1	1	-0.8
O=C(CCC(=O)Nc1ccc(Cl)cc1Cl)NNC(=O)Nc1ccccc1	-1	2	-3	3	6	4	-3	9	1.5
Cc1ccc(-c2[nH]c3cc(C(=O)NCCCn4ccnc4)ccc3c(=O)c2O)cc1	3	6	18	6	-2	38	-10	1	-4.7
CC1CN=C(Nc2cccc(S(=O)(=O)N(C)C)c2)S1 (configuration not stated)	-4	0	1	1	8	1	2	-1	-1.2
COc1ccc(Nc2ccnc3ccccc23)cc1	-3	-2	-6	-1	4	0	-4	-3	1.0
CCc1nc(SCC(=O)c2c[nH]c3ccccc23)n[nH]1	12	-1	-3	1	0	-1	0	-9	-4.1
O=C(O)c1cccc(Oc2ccccc2[N+](=O)[O-])c1	1	0	-1	0	4	1	-3	4	0.0
Cc1ccc2nsnc2c1NS(=O)(=O)c1c(C)ccc2nsnc12	17	-6	31*	-3	5	9	2	0	-1.2
CCOC(=O)c1cccc(NS(=O)(=O)c2cnc[nH]2)c1	3	1	6	1	6	9	0	2	1.2
CCOC(=O)N1CCN(S(=O)(=O)c2ccc(C)c(C(=O)NC3CCCCC3)c2)CC1	-1	-2	-2	0	-3	-5	0	3	-1.5
COc1ccccc1OCc1cc(C(=O)N(C)CCC2CCCCO2)no1 (configuration not stated)	12	3	3	2	3	4	2	4	0.3
CN(C(=O)COC(=O)c1ccc(S(=O)(=O)N2CCOCC2)cc1)C1CCCCC1	13	-1	-4	3	4	-1	-4	4	2.8
CSc1cccc(NC(=O)/C=C/c2cccc(Cl)c2)c1	-11	-7	-67	-35	4	-5	0	1	-0.7
O=C(NCCCN1CCCC1=O)C(=O)NCC1OCCN1S(=O)(=O)c1ccc(Br)cc1 (configuration not stated)	0	0	5	-1	1	-3	-3	2	0.8
CC(C)c1nnc(NC(=O)CCC(=O)N2CCN(c3cccc(Cl)c3)CC2)s1	4	-2	1	-1	3	-6	3	-2	1.2
Cc1cccc(NC(=O)CNC(=O)c2ccc3nc[nH]c3c2)c1C	5	-4	1	4	11	14	2	1	-2.2
CN(C(=O)c1ccc2c(c1)OCCO2)c1c(N)n(Cc2ccccc2)c(=O)[nH]c1=O	2	-3	0	-3	-5	-7	5	0	0.0
CC(=O)N(C)c1ccc(NC(=O)N2CCOCC2)cc1	-3	-4	-2	1	5	-1	2	8	1.4
CCn1c(=O)c(=O)[nH]c2cc(C(=O)NCc3ccc(F)cc3)ccc21	9	-35	-26	-13	5	3	0	9	1.3
CC1CCCCC1NC(=O)CCn1c(=O)oc2ccccc21 (configuration not stated)	11	3	4	0	-2	4	1	1	-2.0
Cc1cccc(OCC(=O)Nc2ccccc2N2CCCCC2)c1C	-4	0	4	3	-2	-1	-5	1	3.0
CC(Sc1ccc2c(c1)OCCO2)C(=O)Nc1ccc2c(c1)OCO2 (configuration not stated)	-1	4	3	2	4	5	-6	5	1.0
COc1cc(C(=S)N2CCOCC2)cc(OC)c1O	4	0	-2	2	0	0	1	-6	0.4
COc1ccc(NC(=O)C2CCCN(c3nn4c(=O)cc(C)nc4s3)C2)cc1 (configuration not stated)	0	3	3	0	5	-1	-2	0	-0.6
COc1ccc(CN2CCCC(CO)(Cc3ccc(F)cc3F)C2)cc1 (configuration not stated)	-7	1	4	0	5	5	2	7	0.1
Cc1ccc(S(=O)(=O)N2CCN(C)CC2)cc1	3	-4	0	2	4	10	-1	6	1.7
COc1ccccc1C(=O)Oc1ccc(C(C)(C)C)cc1	-1	1	-6	-4	-3	2	3	4	1.6
CC1=CCC2C(=O)N(c3cccc(C(=O)Nc4ccccc4Cl)c3)C(=O)C2C1 (configuration not stated)	6	-1	0	1	5	17	-3	4	1.9
COc1ccccc1NC(=S)N1C2CCC1CC(NC(=O)NC13CC4CC(CC(C4)C1)C3)C2 (configuration not stated)	2	0	6	2	3	3	1	5	1.2
S=c1[nH]nc(Cc2c[nH]c3ccccc23)o1	0	-1	2	0	-22	-14	0	5	-1.3
CC(=O)c1c(C)[nH]c(C(=O)Nc2cc(C)cc(C)c2)c1C	2	-1	2	5	5	3	-4	-1	-0.6
Cc1cc(-c2ccc(C(C)C)c(S(=O)(=O)NCc3ccco3)c2)on1	11	0	-3	0	10	10	-1	-2	5.2
Cc1cc(C)cc(N(CC(=O)NCCSc2ccccn2)S(=O)(=O)c2ccccc2)c1	9	2	-1	-1	-1	-7	5	5	-1.9
CCn1nnnc1NC(=O)c1cc(OC)c(OC)c(OC)c1	22	-3	-6	1	3	4	-2	5	-1.8
COc1ccc(NC(=S)N2CCN(C)CC2)cc1	-5	-5	-1	2	5	4	0	-2	0.9
Cc1ccc(-n2ncc(C#N)c2/N=C/N2CCN(C)CC2)cc1	0	8	2	12	0	7	-3	2	-2.0
Cc1ccccc1C(=O)NC(=S)Nc1ccccc1N1CCCC1	13	-1	5	2	2	3	0	6	-1.5
COc1ccc(CCN(C(=O)Cn2nnc3ccccc32)C(C(=O)NCC2CCCO2)c2ccncc2)cc1OC (configuration not stated)	-3	1	3	0	-3	-5	0	5	0.5

In another format: 12 of the compounds above
Values run as follows: GSTO1 counter | PAD4 FP inh | PME-1 inh | Fam108B counter | BCLXL inh | MCL1 BIM primary | TPT1 inhibitor | GLD-1 TGE inh | MEX-5 binding
- Cc1ccc(-c2nc(-c3ccncc3)no2)cc1C
→ 13 | 3 | -18 | 2 | 4 | 5 | -1 | 37* | 1.9
- CCOc1cc(S(=O)(=O)NCc2ccncc2)ccc1Cl
→ 2 | -1 | 0 | -4 | 6 | 1 | -2 | 2 | 0.7
- c1ccc(OCc2noc(CN3CCC(C4CCCCC4)C3)n2)cc1 (configuration not stated)
→ 1 | -6 | -3 | -2 | 5 | 7 | 1 | 0 | -0.9
- COc1ccc(C(=O)N/C(=C/c2cccnc2)C(=O)NCc2ccco2)cc1OC
→ 15 | 4 | 0 | -1 | 3 | -1 | 0 | 3 | 2.2
- O=C1CCC2S/C(=C/Nc3ccc(C(F)(F)F)cc3)C(=O)N12 (configuration not stated)
→ -21 | -8 | 1 | 6 | 3 | 4 | -2 | -3 | 0.3
- CN(C(=O)c1ccc(Br)o1)C1CCCCC1
→ -2 | 1 | 0 | -3 | 6 | 4 | -1 | 2 | 0.0
- CCCCN1C(=O)NC(NC(C)=O)(C(F)(F)F)C1=O (configuration not stated)
→ 9 | -5 | 1 | 1 | -1 | -4 | 1 | 0 | 1.9
- O=C(c1cc(-c2ccncc2)nc2ccccc12)N1CCN(c2ccccn2)CC1
→ -3 | -4 | 2 | 4 | -2 | 0 | 1 | 5 | 0.9
- COCCNC(=O)COC(=O)CSCc1nc2ccccc2s1
→ 4 | -3 | -3 | -3 | 5 | 6 | -2 | -4 | 0.1
- Cc1cc(C)c(S(=O)(=O)N2CCN(C(=O)CN3C(=O)NC4(CCCC4)C3=O)CC2)c(C)c1
→ 3 | -2 | -2 | 4 | -1 | -1 | 3 | -3 | 0.5
- Cc1ccc(NC(=O)COC(=O)Cn2cnc3c2c(=O)n(C)c(=O)n3C)c(Cl)c1
→ 10 | -4 | -3 | -2 | -8 | -7 | 2 | 1 | -0.2
- CCOc1ccc(-c2cc(N)n(S(=O)(=O)c3cccc4nsnc34)n2)cc1
→ 0 | 0 | 9 | 0 | 8 | 3 | 1 | 1 | 3.9
